ALOX15B inhib: blocks human 15-lipoxygenase 2 activity; O15296; purified 15hLO-2, xylenol orange hydroperoxide absorbance; Potency, µM (titrated, usually from 57.1 µM), for inactives: top-dose activity change, negative = inhibition, most hits filed as inhibitors; 110,000 tested, 0.56% active; also: potency is read from the fitted curve at half-maximal effect; nearly all actives have a fitted effect of over 60% in size; many of its hits are not listed in these tables
Target sequence (O15296 whole entry, looked up): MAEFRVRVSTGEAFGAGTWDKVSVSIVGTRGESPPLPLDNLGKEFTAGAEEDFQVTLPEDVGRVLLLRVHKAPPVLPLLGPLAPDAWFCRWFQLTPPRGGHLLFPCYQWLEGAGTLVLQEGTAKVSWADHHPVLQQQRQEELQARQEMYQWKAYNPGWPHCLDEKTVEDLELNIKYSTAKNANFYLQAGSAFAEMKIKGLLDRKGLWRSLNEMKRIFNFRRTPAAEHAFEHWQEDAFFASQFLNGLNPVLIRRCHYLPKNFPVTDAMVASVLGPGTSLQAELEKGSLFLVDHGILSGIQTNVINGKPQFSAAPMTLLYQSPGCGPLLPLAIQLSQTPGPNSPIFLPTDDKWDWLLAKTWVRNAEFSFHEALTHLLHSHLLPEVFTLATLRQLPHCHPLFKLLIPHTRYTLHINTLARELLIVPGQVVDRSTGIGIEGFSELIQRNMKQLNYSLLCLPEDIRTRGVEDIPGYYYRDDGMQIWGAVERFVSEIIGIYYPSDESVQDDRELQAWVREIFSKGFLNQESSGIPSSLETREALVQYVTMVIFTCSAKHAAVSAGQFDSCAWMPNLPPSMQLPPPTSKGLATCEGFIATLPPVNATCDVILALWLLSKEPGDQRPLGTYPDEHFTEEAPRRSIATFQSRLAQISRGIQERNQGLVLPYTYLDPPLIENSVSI
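Read-out: hydroperoxide product oxidises ferrous iron, measured as xylenol orange complex via the 573-to-405 nm absorbance ratio after 30 min. Reaction: 50 nM enzyme, 15 min compound preincubation, 45 uM arachidonic acid, 90 min RT, Hepes pH 7.5 with Triton X-100.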
IMPase cell inh: cell-permeable inhibitors of inositol monophosphatase (IMPase); P97697; inhibition (IP1 accumulation), % at 46.1 µM; 120,000 tested, under 10 active; CHO-M1 cells, IP1 accumulation, HTRF TR-FRET ratio; active = well fitted curve in the direction sought with a large enough effect in the signal ratio, not every such curve was filed as active; inconclusive = small, poorly fitted or top-dose-only effect, or a change in a side signal; inactive = no such curve, though single readings can be large or run the other way; the % refers to the signal ratio;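 also: cells stimulated with carbachol in lithium chloride buffer; plate controls were DMSO basal wells for no effect and reference inhibitor wells for full effect; higher means more IMPase inhibition seen as more IP1 and lower FRET ratio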
Target sequence (P97697 whole entry, looked up): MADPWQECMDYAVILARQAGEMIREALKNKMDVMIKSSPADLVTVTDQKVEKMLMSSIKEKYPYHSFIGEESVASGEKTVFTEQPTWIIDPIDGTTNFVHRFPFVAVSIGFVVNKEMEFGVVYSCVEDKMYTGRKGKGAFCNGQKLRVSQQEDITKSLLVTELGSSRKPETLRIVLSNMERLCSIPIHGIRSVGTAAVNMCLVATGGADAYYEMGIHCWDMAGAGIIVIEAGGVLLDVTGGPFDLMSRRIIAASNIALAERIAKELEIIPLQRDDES
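CHO-M1, 2000 cells/well, cultured 16–30 h; cpd up to 46 uM; carbachol (50 uM solution, stimulation buffer w/ 50 mM LiCl, pH 7.4), 30 min 37C; IP-One TR-FRET, 10 min RT; Ex 320/Em 665, 620; Hill-fit AC50.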
PNC assembly inh: blocks assembly of the perinucleolar compartment | AID 2417 | activity change (PNC), negative = inhibition, % at 10 µM | PC3M PTB-GFP, PNC prevalence imaging, 16 h; hits give low values | 140,000 tested, 3.1% active;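 active = readout at or below -70, meaning at least 70% loss of cells showing the perinucleolar compartment, a nuclear body marking cancer cells; inconclusive = readout between -30 and a set limit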;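 also: plate controls were DMSO wells for no effect and camptothecin positive control wells for full effect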
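Read-out is percentage of cells bearing a perinucleolar compartment, from automated 20x imaging of fixed, Hoechst-stained PC3M PTB-GFP cells. Cells were seeded 4 h, then exposed 16 h to compound (23 nl of library stock) in duplicate plates.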
12-hLO inh: 12-hLO (ALOX12) enzyme inhibition; P18054; purified 12-hLO, xylenol orange hydroperoxide absorbance; Potency, µM (doses to about 57.1 µM), for the others: top-dose activity change, negative = inhibition, most hits filed as inhibitors; 150,000 tested, 0.12% active; AID 1452; also: potency is read from the fitted curve at half-maximal effect; nearly all actives have a fitted effect of over 55% in size; many of its hits are not listed in these tables
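150 nM 12hLO, 25 mM Hepes pH 7.0 + 0.01% Triton X-100; cpd preinc 15 min RT; 40 uM arachidonic acid, 30 min RT; Fe-XO 30 min; A573/A405 ratio as read-out.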
* hit, by the source's call; ? = inconclusive; . = not tested or not shown; [ ] = another dose, or the depositor's remark. Unless noted, calls follow the shape of the dose curve; as a rule, active = well fitted curve in the direction sought with a large enough effect; inconclusive = small, poorly fitted or top-dose-only effect, or another doubt; inactive = no such curve, though single readings can be large; an effect the other way counts as inactive or inconclusive. Unless noted, % is scaled to controls: 0 for no effect and ±100 for the full control effect.

The first 4 entries, to show the layout:
SMILES	ALOX15B inhib	IMPase cell inh	PNC assembly inh	12-hLO inh
COc1ccc(-c2nc(C)sc2C)cc1	.	.	15	-4%
COC(=O)CSc1ncccc1-c1nc2ccccc2[nH]1	2%[2.29 µM]	-7	2	2%
Cn1c(=O)c2c(ncn2CC(=O)OCC(=O)NCc2ccccc2Cl)n(C)c1=O	.	.	13	-1%
CCn1c(SCC(=O)Nc2ccc(S(N)(=O)=O)cc2)nnc1-c1cccc(OC)c1	3%	0	17	-3%

The listing, from the first entry:
SMILES	ALOX15B inhib	IMPase cell inh	PNC assembly inh	12-hLO inh
COc1ccc(-c2nc(C)sc2C)cc1	.	.	15	-4%
COC(=O)CSc1ncccc1-c1nc2ccccc2[nH]1	2%[2.29 µM]	-7	2	2%
Cn1c(=O)c2c(ncn2CC(=O)OCC(=O)NCc2ccccc2Cl)n(C)c1=O	.	.	13	-1%
CCn1c(SCC(=O)Nc2ccc(S(N)(=O)=O)cc2)nnc1-c1cccc(OC)c1	3%	0	17	-3%
CCOc1ccc2[nH]c(=O)c(CN(Cc3ccc(F)cc3)C(=O)c3ccco3)cc2c1	-19%	0	16	-12%
COC(=O)c1ccc(NC(=O)c2ccc(F)cc2)o1	2%	-8	5	1%
Clc1ccc(Oc2nc(Oc3ccc(Cl)cc3)nc(N3CCOCC3)n2)cc1	1%	18	-3	-3%
COc1ccc(C2NC3=C(CCCC3)C(C#N)(C#N)C2(C#N)C#N)cc1 (stereo not given)	?	-5	?	?
CC/C(=N/Nc1ccccc1)c1cnnc(-c2ccccc2)n1	.	-2	428	-13%
CCOC(=O)c1c(CSc2ccccc2)n(C)c2cc(Br)c(OCC(O)CNC(CO)(CO)CO)cc12 (stereo not given)	.	.	31	-3%
COc1cccc(/C=C/C(=O)Oc2ccc(C(=O)c3ccc(F)cc3)cc2)c1	.	8	-14	1%
Cc1cc([C@](C)(N)C(=O)O)ccc1P(=O)(O)O	12%	-4	.	-4%
O=C(NCCOc1ccccc1)C1CCCN1C(=O)c1cccs1 (stereo not given)	-1%	4	-20	1%
O=C(CCn1nnc2ccccc21)Nc1nnc(COc2ccccc2F)s1	-18%	4	-28	3%
O=c1[nH]ncc(NCCCO)c1Cl	.	6	27	-6%
c1ccc2c(c1)nc1n2CCN1	.	3	-25	0%
CCOc1ccc(S(=O)(=O)Nc2cc(OC)c(OC)cc2C(=O)O)cc1	-16%	-9	25	-2%
Cc1ccc(Nc2cc(C)nc(N3CCOCC3)n2)cc1	4%	-4	?	-3%
Cc1cc(-c2c(C)[nH]n(-c3ccc(Cl)cc3)c2=O)n(-c2ccccc2)n1	-21%	-1	?	-12%
COc1ccc(CCNC(=O)c2ccc(N3CCCC3=O)cc2)cc1	-1%	0	-22	-3%
COc1cccc(-c2cc(C(=O)NCC3CCCO3)c3ccccc3n2)c1 (stereo not given)	.	.	-25	-3%
CCOC(=O)N1CCN(C(=O)c2cn(CC)c3cc(N4CCN(C)CC4)c(F)cc3c2=O)CC1	.	-4	?	3%
COc1ccc(CCN(C)Cc2ccc(OC)c(OCc3ccccc3)c2)cc1OC	40%[activator]	8	?	-4%
Cc1ccc(NC(=S)NNC(=O)c2c(Cl)c(C)nn2C)cc1	.	.	?	-3%
S=c1[nH]nc(-c2ccco2)n1/N=C/c1ccccc1Cl	.	-4	-20	-6%
Cc1ccc2cccc(NC3OC(=O)c4ccccc43)c2n1 (stereo not given)	.	.	?	0%
CC(C)OCCCNc1nc2c(c(=O)n(Cc3ccccc3F)c(=O)n2C)n1C	-1%	5	20	-5%
Cc1ccc(NC(=O)CC(C)N2CCCC2)cc1 (stereo not given)	22%	4	-3	-5%
Cc1cc(C(=O)COC(=O)C2=COCCO2)c(C)n1-c1ccc2c(c1)OCO2	2%	14	-12	-5%
Cc1oc(-c2ccccc2F)nc1CS(=O)CC(=O)NCc1ccc2c(c1)OCO2 (stereo not given)	6%	7	32	-4%
Cc1ccsc1/C=N/NC(=O)Cn1cnc2ccccc21	.	.	-19	-4%
Cc1cccc(NC(=S)N(CCN(C)C)C(C)c2ccco2)c1 (stereo not given)	.	.	6	0%
C=CCN1C(=O)C(C)(C)N(C(C)=O)c2ccccc21	.	.	75	1%
Cc1ccc(-c2cc(C(=O)NC3=NCCS3)c3ccccc3n2)cc1C	.	1	-7	-7%
Cc1nn(-c2cccc(C(=O)O)c2)c(C)c1Oc1ccccc1O	-1%	0	21	-4%
O=C(Cn1c(=O)sc2ccccc21)Nc1nc2c(s1)CCCC2	.	.	53	-3%
CCCCN(C(=O)c1cc2ccccc2o1)c1c(N)n(CC(C)C)c(=O)[nH]c1=O	.	.	-12	1%
CCN(CC)S(=O)(=O)c1ccc(N2CCOCC2)c(NS(=O)(=O)c2ccc(C)c(C)c2)c1	.	8	-4	0%
O=C1c2ccccc2C(=O)N1CCCCN(C(=O)c1ccc(Cl)s1)c1ccc(Cl)cc1	.	.	94	-1%
O=C(C[N+]12CN3CN(CN(C3)C1)C2)c1ccc(-c2ccccc2)cc1	-1%[11.4 µM]	.	.	1%[11.4 µM]
CCc1c(C)nc2ncnn2c1N1CCCC(C(=O)NCc2ccco2)C1 (stereo not given)	-8%	2	12	3%
COc1ccc(/C=N/NC(=O)c2ccccc2Cl)cc1CSc1nc2ccccc2s1	-9%	9	13	-10%
CCOC(=O)C1C(c2cc(OC)c(OC)c(OC)c2)NC(=S)NC1(O)C(F)(F)F (stereo not given)	-14%	-2	?	-13%
Cc1[nH]nc(-c2ccc(OCc3cnn(-c4ccccc4)c3)cc2O)c1Oc1ccc(F)cc1	33%[activator]	9	32	-10%
Nc1ccccc1NC1=CC(=O)CC(c2ccco2)C1 (stereo not given)	-4%	9	?	0%
Cc1cc(C)cc(N(CCC(=O)Nc2nnc(C3CC3)s2)S(=O)(=O)c2ccc(Cl)cc2)c1	.	.	-19	0%
CSc1nccc(-c2nn(-c3ccc(C)cc3)ccc2=O)n1	-21%	5	?	1%
CCOc1c2ccc(C(=O)N[C@H](C)C3CCCCC3)cc2nn1CC	-1%	8	23	1%
CC1CC(Nc2ccccc2N)=CC(=O)O1 (stereo not given)	-5%	8	-14	4%
CCOc1ccccc1C1C(C#N)=C(N)Oc2cc(C)n(Cc3ccccn3)c(=O)c21 (stereo not given)	-3%	-2	47	0%
COC(=O)c1ccc(N2C(=O)CC(Sc3n[nH]c(C)n3)C2=O)cc1 (stereo not given)	-16%	-1	19	2%
COC(=O)c1cc(OC)c(OC)cc1NC(=O)CC1CCCCC1	6%	4	-14	-7%
Cc1cccc(NS(=O)(=O)c2cccs2)c1	6%	3	12	0%
N#Cc1c(-c2cccnc2)c2c([nH]c1=S)CCCC2	20µM*	-5	22	-19%
O=c1[nH][nH]c(-c2ccccc2)c1C=Nc1ccccc1Cl	-5%	-6	19	0%
CCc1nnc(NC(=O)c2cc(S(=O)(=O)N(CC)CC)ccc2Cl)s1	0%	9	-26	4%
O=C1c2cccnc2C(=O)N1c1ccccc1-c1ccccc1	1%	1	7	6%
CC(C)CCNC(=O)CN(CC1CCCO1)C(=O)CCC(=O)Nc1nccs1 (stereo not given)	2%	4	15	3%
O=C(COc1ccccc1)Nc1ccc([N+](=O)[O-])cc1	.	.	-18	1%
CNc1ccccc(-c2ccc3cc4c(cc3n2)OCO4)c1=O	.	.	-109*	-2%

Two compounds from above, showing only 12-hLO inh.
canonical_smiles,12-hLO inh
O=C(C[N+]12CN3CN(CN(C3)C1)C2)c1ccc(-c2ccccc2)cc1,1%[11.4 µM]
O=C(Cn1c(=O)sc2ccccc21)Nc1nc2c(s1)CCCC2,-3%

Other records
SMILES	ALOX15B inhib	IMPase cell inh	PNC assembly inh	12-hLO inh
CCNc1nc(NCC)n2c(SCC(=O)O)nnc2n1	-5%	5	?	1%
CCCOc1ccccc1Cn1c(=O)oc2ccc(C)cc21	6%	0	?	-10%
c1ccsc1	4%	.	.	-5%
O=c1[nH]c2cc(Cl)cc(Cl)c2[nH]c1=O	0%	-4	?	-10%
O=C(O)CCn1c(SCc2ccccc2)nc2ccccc21	1%	-3	?	9%
CC(C)COP(=O)(c1ccc(N(C)C)cc1)C(Nc1ccccc1)c1cccnc1 (stereo not given)	.	0	-23	1%
CN1CCc2c(c3c(n2C)CCN(C)[C@H]3c2ccccc2F)[C@@H]1c1ccccc1F	7%	3	37	2%
CCCCCn1c(=O)[nH]c2cc(C(=O)O)ccc2c1=O	3%	11	25	29%
CC(=O)N1CC(=O)N(OCc2ccccc2)C1c1ccc(Cl)cc1Cl (stereo not given)	-4%	6	19	-6%
O=c1[nH]c(=S)c2[nH]c(=O)n(-c3ccccc3)c2[nH]1	-1%[11.4 µM]	.	.	3%[11.4 µM]
COc1cccc(-c2cc(C(=O)N3CCN(C(c4ccccc4)c4ccccc4)CC3)no2)c1	22%	7	?	0%
Cc1ccn2c(Nc3ccc4c(c3)OCO4)c(-c3ccccn3)nc2c1	.	?	48	-17%
COc1ccc(-c2csc(NC(=O)c3ccccc3NS(=O)(=O)c3ccc(C)cc3)n2)cc1	.	.	19	-8%
COCC(C)NC(=O)c1cc(-c2ccccc2OC)on1 (stereo not given)	7%	0	?	-7%
O=C(CN1CCCCCCC1)N/N=C/c1ccccc1F	.	.	?	-6%
O=C(O)C1CC=CCC1C(=O)NCc1ccc2c(c1)OCO2 (stereo not given)	.	-11	13	1%
COc1ccccc1C(c1nnnn1CCc1ccccc1)N1CCCCCC1 (stereo not given)	-2%	10	-19	-7%
CCOC(=O)CSC1=C(C#N)C(c2ccc(Cl)cc2)CC(=O)N1 (stereo not given)	-1%	6	-14	-4%
CCN(CC)S(=O)(=O)c1ccc2c(c1)nc(SCn1nnc3ccccc3c1=O)n2CC	-7%	-8	29	-1%
COc1ccc(CC(=O)OCC(=O)Nc2ccc(Cl)cn2)cc1	5%	3	-10	-5%
Cc1ccc(-c2cc(C(=O)Nc3nn[nH]n3)c3ccccc3n2)c(C)c1	-21%	-13	-25	-4%
COc1ccc(OC)c(S(=O)(=O)NCc2cccnc2)c1	4%	-8	?	1%
Cc1ccc(C(=O)Nc2ccc3c(c2)CCC3)o1	2%	?	25	-8%
O=C1C(C=NCCCN2CCOCC2)=C(O)c2ccccc21	8%	-7	1	0%
O=C(CSc1nnc(SCc2ccc(Cl)cc2)s1)N1CCN(C(=O)c2ccco2)CC1	-2%	7	34	2%
CC1C(O)=C(c2nc3ccccc3[nH]2)C(=N)N1c1ccccc1 (stereo not given)	41%[activator]	8	14	0%
COC(=O)c1ccc(C(NC(=O)OCc2ccccc2)/C(C)=C/[C@@H](C)C(=O)NCCO)cc1 (stereo not given in full)	5%	.	.	-1%
CC[C@]1(c2ccccc2)NC(=O)N(C)C1=O	0%[25.6 µM]	-8[20.6 µM]	.	-2%[25.6 µM]
CC(C)NC(=O)/C(C#N)=C/c1cccc(NC(=O)c2ccccc2Cl)c1	.	.	32	-5%
Cc1cc(C(=O)OCC(=O)N(C)C2CCS(=O)(=O)C2)c(C)n1-c1ccccc1 (stereo not given)	-6%	5	-6	-5%
O=C(CSc1nc(O)c(C2CCCCC2)c(=O)[nH]1)Nc1ccc(Cl)cc1	-18%	6	-112*	?
Cn1c(NC(=O)c2cc(-c3ccc4c(c3)OCO4)nc3ccccc23)cc(=O)n(C)c1=O	-8%	1	57	-27%
N=C1Sc2ccccc2C2=NCCCN12	13µM*	13	.	?
COc1ccc(O)c(-c2cn[nH]c2-c2cccs2)c1	-10%	-8	23	-1%
O=C(Nc1ccc2c(c1)OCCO2)C1CCCN(S(=O)(=O)c2cccnc2)C1 (stereo not given)	-4%	-4	?	-1%
Cc1cc(C)nc(SCC(=O)N2CCOCC2)n1	4%	8	?	-2%
COc1ccc2nc(SCC(=O)c3ccco3)[nH]c2c1	14%	-3	34	-1%

Compound activity from PubChem.

A portion of the library; count on the stated rates, not on these rows.
